High-throughput results deposited in PubChem BioAssay by several laboratories.
ABCG2 block: inhibitors of human ABCG2 transporter, ABCB1 counter-screen; Q9UNQ0; IgMXP3 cells, JC-1 efflux, flow cytometry; inhibition, % at 6.6 µM; 0.1% of 190,000 active;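 active = inhibition above 80%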;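 note: 0% = DMSO and 100% = nicardipine control wells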
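Incubation: cells with compound and JC-1, 10 min at 25 °C, rotating, no wash / Test system: IgMXP3 (ABCG2) plus far-red-tagged CCRF-Adr (ABCB1) cells / Compound dosing: one concentration, 6.6 µM final / Also added: JC-1 fluorescent substrate / Evaluation: efflux inhibition in percent versus controls / Detection: flow cytometry, 530 nm JC-1 signal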
RGS7-Gao reg: modulates binding of RGS7 to human Galphao; Multiplexed bead flow cytometry; actives lie on both sides; P09471; binding response (% of control), % at 10 µM; 0.35% of 220,000 active; in the data active = binding response below about 49% or above about 150%; inconclusive = no clear call, values can overlap the other calls; inactive = in between;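 note: fluorescent Galphao held in activated GDP-AlF4 state binding bead-coupled RGS7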
Target sequence (P09471 whole entry, looked up): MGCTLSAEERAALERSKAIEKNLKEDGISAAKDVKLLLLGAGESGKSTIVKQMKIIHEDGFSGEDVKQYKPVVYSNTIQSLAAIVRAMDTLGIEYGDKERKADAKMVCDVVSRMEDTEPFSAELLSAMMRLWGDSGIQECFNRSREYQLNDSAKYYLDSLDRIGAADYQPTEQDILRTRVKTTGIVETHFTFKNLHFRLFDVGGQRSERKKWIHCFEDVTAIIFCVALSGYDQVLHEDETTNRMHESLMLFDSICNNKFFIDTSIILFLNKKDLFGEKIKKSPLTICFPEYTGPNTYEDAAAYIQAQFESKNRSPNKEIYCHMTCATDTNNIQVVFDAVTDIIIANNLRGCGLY
Mcl-1 Bim block: human Bim-Mcl-1 interaction inhibition. Q07820. Bead-based flow cytometry, Bim peptide-Mcl-1 binding. inhibition, % at 10 µM. 0.1% of 190,000 active; in the data active = inhibition above about 40%;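 note: 0% = no compound tracer wells and 100% = peptide blocker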
Target sequence (Q07820 whole entry, looked up): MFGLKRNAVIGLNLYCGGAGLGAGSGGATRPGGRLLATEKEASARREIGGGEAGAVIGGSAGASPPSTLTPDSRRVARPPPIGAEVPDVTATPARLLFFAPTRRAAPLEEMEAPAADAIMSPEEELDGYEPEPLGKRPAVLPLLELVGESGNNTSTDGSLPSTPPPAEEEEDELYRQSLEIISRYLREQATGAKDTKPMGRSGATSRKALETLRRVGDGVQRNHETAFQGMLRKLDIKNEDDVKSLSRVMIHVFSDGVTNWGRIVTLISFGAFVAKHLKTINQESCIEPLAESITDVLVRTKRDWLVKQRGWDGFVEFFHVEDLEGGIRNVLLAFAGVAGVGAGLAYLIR
Pf gametocyte: P. falciparum stage V gametocyte viability inhibition. AID 743093. inhibition, % at 10.9 µM. P. falciparum stage V gametocytes, ATP luminescence, 24 h. 0.065% of 150,000 active;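 active = inhibition above the mean plus 3 SD of compounds within the control limits, set per campaign, cut at about 38% in these data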;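 note: 0% = DMSO wells and 100% = medium only without gametocytes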
Mcl1-Bid inh: Mcl-1/Bid interaction inhibition; Q07820; TR-FRET Mcl-1/Bid-Dy647 peptide binding, 1536-well; inhibition, % at 21.7 µM; 0.97% of 220,000 active; AID 1021;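 active = compounds that cut the binding signal by more than half at the single screening dose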;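 note: His-tagged Mcl-1 with europium anti-His antibody binding Bid BH3 peptide; 0% = Mcl-1 plus peptide wells and 100% = peptide-only wells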
RGS8-Gao: regulators of human RGS8-Galphao interaction; P09471; multiplexed bead flow cytometry, RGS8-Galphao binding; actives lie on both sides; response (percent of control binding), % at 10 µM; 0.34% of 220,000 active; in the data active = response below about 60% or above about 140%; inactive = in between;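 note: Galphao activated as the GDP aluminium fluoride complex binding bead-coupled RGS8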
Avidin fluor: avidin bead compound fluorescence profile | Avidin beads, compound fluorescence 488/530 nm, flow cytometry; active compounds read high | fluorescence (KMESF) at 10 µM | 0.38% of 220,000 active; in the data active = fluorescence above about 47; note: inactives centre near 10
RGS4-Gao reg: modulates binding of RGS4 to human Galphao. P09471. Multiplexed bead flow cytometry; actives lie on both sides. binding response (% of control), % at 10 µM. 0.33% of 220,000 active. AID 1415; in the data active = binding response below about 49% or above about 150%; inactive = in between;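 note: fluorescent Galphao activated with aluminum fluoride binding bead-coupled RGS4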
GSH bead fluor: compound fluoresces at 488/530 nm on GSH beads | 0.25% of 190,000 active | GSH beads flow cytometry, compound fluorescence 488/530 nm; active compounds read high | AID 1776 | fluorescence (KMESF) at 10 µM; in the data active = fluorescence above about 89;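 note: glutathione beads carrying GST-tagged Bcl family fusion proteins plus one bare bead set; values are compound well signal with DMSO vehicle wells as background; inactives centre near 16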
Mcl1-Noxa inh: Mcl-1/Noxa interaction inhibition; Q07820; TR-FRET Mcl-1/Noxa peptide binding, 2 h; inhibition, % at 21.7 µM; 1.5% of 220,000 active;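 active = compounds that cut the protein-peptide binding signal by more than 50% relative to plate controls in a single-dose test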;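 note: His-tagged Mcl-1 with rhodamine Noxa BH3 peptide and terbium anti-His antibody; 0% = Mcl-1 plus Noxa peptide wells and 100% = peptide-only wells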
ABCB1 block: blocks JC-1 efflux by human ABCB1 transporter; CCRF-Adr cells, flow cytometry; P08183; inhibition, % at 6.6 µM; 0.067% of 190,000 active; in the data active = inhibition above about 40%;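 note: 0% = vehicle and 100% = reference inhibitor; higher value means more JC-1 retained so stronger ABCB1 efflux block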
* = called active by the depositor; ? = inconclusive; / = no result given.

Values in the order – Avidin fluor	Mcl1-Bid inh	GSH bead fluor	ABCG2 block	Mcl-1 Bim block	Pf gametocyte	RGS4-Gao reg	Mcl1-Noxa inh	RGS7-Gao reg	RGS8-Gao	ABCB1 block
S=C(NCCc1ccccc1)NCC(c1ccco1)N1CCCCC1 (stereo unspecified)
 : 9	-45	13	8	3	-4	105	-2	96	99	1.8
CSc1ccc(CN(C)CC(=O)NC(=O)NC(C)(C)C)cc1
 : 16	-38	40	5	-2	-39	104	2	103	101	1.5
CC(C)Cn1c(/C=C/c2ccccc2)nc2ccccc21
 : 13	16	20	22	0	/	98	18	96	101	2.4
CCOc1cc(CNC(C)(C)CO)cc(Br)c1OCc1ccc(Cl)cc1Cl
 : 18	-17	15	6	1	/	105	25	106	103	1.2
COc1ccc(NC(=O)CSc2nc(C)cc(C(F)(F)F)n2)cc1
 : 8	-16	24	0	0	2	98	-13	99	99	-0.1
O=C(C1CCN(S(=O)(=O)c2cnc[nH]2)CC1)N1CCn2c1nc1ccccc12
 : 11	-17	23	0	-1	21	99	9	98	101	0.4
CCC(CC)c1nnc(NC(=O)c2cc(-c3ccccc3)nc3ccccc23)s1
 : 8	-12	20	3	-6	3	104	-6	100	102	1.2
Cc1nc2ccccc2n1CCc1nc2c3ccccc3nc(=S)n2[nH]1
 : 8	-64	4	1	1	12	103	17	98	101	0.1
COc1ccc(C(=O)N[C@H](C(=O)Nc2nc3ccccc3[nH]2)C(C)C)cc1
 : 12	6	15	-1	0	-6	96	12	?	99	-0.5
Nc1ccc2nc(-c3cccnc3)[nH]c2c1
 : 14	-45	7	-2	13	/	101	30	99	101	-0.5
O=C(CN1CCN(c2ccc(O)cc2)CC1)Nc1ccc(SC(F)F)cc1
 : 13	-64	10	22	-2	-14	100	70*	101	102	0.5
O=C(Cn1c(CN2CCCCC2)nc2ccccc2c1=O)Nc1ccccc1
 : 23	1	19	0	-4	12	96	-4	93	100	1.3
CCOC(=O)CCc1c(C)nc2cc(-c3ccccc3OC)[nH]n2c1=O
 : 8	-9	18	-1	0	/	96	21	96	98	-0.9
CC(C)C(NC(=S)Nc1ccccc1)C(=O)O (stereo unspecified)
 : 12	-11	11	1	-5	8	90	-6	93	94	0.0
Cc1csc(SCC(=O)NC(=O)NCCC(C)C)n1
 : 15	-18	14	9	-2	9	103	15	?	102	1.4
Cc1[nH]c2ccccc2c1CCNC(=O)c1c(N)no[n+]1[O-]
 : 25	-23	9	-1	-24	-21	102	21	96	103	-0.8
CS/C(=N\S(=O)(=O)c1ccccc1)c1ccccc1
 : 16	-2	9	7	-3	/	106	10	103	103	0.8
O=c1c(N2CCCCC2)coc2ccccc12
 : 37	-34	20	2	-3	/	103	4	105	103	0.5
Oc1ccc(Cl)cc1/C=N/c1nccs1
 : 34	-26	23	-1	-2	/	101	18	101	100	-0.4
O=C(NCCCn1ccnc1)C(F)(F)C(F)(F)C(=O)NCCCn1ccnc1
 : 14	-18	35	-6	-7	/	104	-34	101	101	-0.1
COc1ccc(CCNS(=O)(=O)c2ccc3c(c2)CCN3C(=O)C2CC2)cc1OC
 : 12	-9	14	15	0	/	103	-4	106	102	2.4
CCC(OC(=O)c1cccs1)C(=O)NC1CCCCC1 (stereo unspecified)
 : 39	-1	14	1	0	/	100	10	102	103	0.3
O=C1CC(c2ccccc2)Sc2nc(-c3ccccc3)c(-c3ccccc3)n21 (stereo unspecified)
 : 10	3	19	-3	-8	/	107	12	106	106	-0.2
CN(C(=O)COc1cc(=O)n(C)c2ccccc12)c1ccc(Br)cc1
 : 6	-1	25	0	0	/	101	-12	100	100	0.9
c1ccc(C(c2nnnn2C2CCCC2)N2CCCCCC2)nc1 (stereo unspecified)
 : 5	-23	59	2	6	/	110	-7	109	109	1.0
CC(C)(C)OC(=O)NCCCCCc1nnc(SCc2ccccc2)o1
 : 5	-5	/	/	/	-5	94	8	?	102	/
COc1ccc(S(=O)(=O)NCCC(=O)NCc2ccc(F)cc2)cc1
 : 37	-7	21	1	-2	-18	101	-15	101	100	0.3
C/C(=N\N(C)C)C1=C(O)c2ccccc2C1=O
 : 3	-35	9	3	-5	-1	95	0	95	100	0.3
Brc1ccc(-c2nnc3sc(CN4CCC5(CC4)OCCO5)cn23)cc1
 : 12	-21	24	3	0	/	99	14	93	98	0.1
COc1cc(/C=C/C(=O)N2CCN(CC(O)COc3ccccc3)CC2)cc(OC)c1OC (stereo unspecified)
 : 9	-20	54	4	0	/	98	2	101	98	1.2

The listing continues:
Values in the order – Avidin fluor	Mcl1-Bid inh	GSH bead fluor	ABCG2 block	Mcl-1 Bim block	Pf gametocyte	RGS4-Gao reg	Mcl1-Noxa inh	RGS7-Gao reg	RGS8-Gao	ABCB1 block
Cc1cc(C(F)F)nn1CC(=O)NCc1ccco1
 : 4	-65	8	-3	-11	-5	100	36	100	100	-0.1
Cn1ncc(Cl)c1C(=O)Nc1ccc(Cl)cn1
 : 6	5	17	6	1	/	104	-3	100	103	0.7
NC(=O)c1sc2nc3c(c(-c4cccs4)c2c1N)CCCCC3
 : 22	-30	22	32	-4	/	105	21	104	105	1.8
COc1ccc(NC(=O)c2cc(C)cc(C)c2)cc1[N+](=O)[O-]
 : 3	-10	10	0	-7	11	98	0	97	103	0.5
CCOC(=O)c1ccccc1NC(=O)c1cn(-c2ccc(C)c(C)c2)c(=O)c2ccccc12
 : 12	-17	4	14	-3	15	98	-6	93	100	6.6
CCC(=O)N(CC)C1=C(O)c2ccccc2C(=O)C1=O
 : 23	-11	18	2	2	/	97	85*	94	87	0.6
Cc1ccc(C)c(NC(=O)CN(C)C(=O)[C@@H](NC(=O)c2ccc(C(C)(C)C)cc2)C(C)C)c1
 : 10	23	11	19	-5	/	100	3	99	100	4.7
COc1cccc(N(CC(=O)NC(C)(C)C)C(=O)C2CSC(=O)C2)c1 (stereo unspecified)
 : 5	-26	24	1	1	/	99	4	101	100	0.2
CC(=O)c1cccc(NC(=O)c2cc(C(C)C)on2)c1
 : 7	-5	23	3	0	/	102	2	99	101	0.5
Cc1cc(C(=O)CN2C(=O)c3ccccc3S2(=O)=O)c(C)n1CC1CCCO1 (stereo unspecified)
 : 9	-16	32	4	-3	15	96	1	95	99	1.0
CC1CCc2c(C(=O)N3CCN(S(=O)(=O)c4cccs4)CC3)csc2C1 (stereo unspecified)
 : 9	-24	39	-1	-2	/	98	/	96	93	0.5
Cc1nn(-c2ccc(F)cc2F)c2c1-c1nc(N3CCCC3)ncc1CC2
 : 35	-7	14	6	0	10	102	21	99	101	1.4
Cn1c(=O)c2c(nc(N3CCN(c4ccc([N+](=O)[O-])cc4)CC3)n2C)n(C)c1=O
 : 7	-15	/	/	/	3	109	8	?	105	/
CN(C)S(=O)(=O)c1cccc(C(=O)C2=C3SC=C(c4ccccc4)N3CC2)c1
 : 10	-22	26	47	-6	/	99	9	104	92	0.1
c1ccc(SCCOCCN2CCc3ccccc3C2)cc1
 : 2	4	7	2	-1	-3	103	23	102	103	0.0
CC(=O)c1c(C)[nH]c(C(=O)CSc2nnc(-c3ccc(Cl)cc3)n2CC2CCCO2)c1C (stereo unspecified)
 : 16	-2	13	5	0	6	97	7	102	96	1.3
CN(C)CCNC(=S)Nc1ccc(Br)cc1
 : 7	-81	14	/	-2	3	102	13	99	101	/
CN(C)CCCN(Cc1ccccc1)C(=S)NCc1ccccc1
 : 9	-44	15	2	-1	-11	105	27	?	104	0.3
Cn1c(=O)c(-c2ccccc2)nn2c3ccccc3nc12
 : 5	-23	32	1	1	/	104	-41	107	101	0.1
Cc1c(N=C/C=C/c2ccccc2)cnn1C
 : 1	-18	27	3	1	8	96	7	97	90	0.0
CCOc1ccccc1C1CC(=O)Nc2cc3c(cc21)OCO3 (stereo unspecified)
 : 29	1	20	23	-3	-18	99	14	96	100	1.4
O=C(CNC(=O)c1ccc(S(=O)(=O)N2CCCC2)cc1)N/N=C/c1ccccc1Cl
 : 4	13	10	1	1	/	138	5	134	129	0.6
CCOC(=O)CNc1nc(Oc2ccc(=O)n(C)n2)nc(N(CC)CC)n1
 : 12	-14	22	1	0	-21	98	-12	97	99	0.4
C=CCn1c(=O)c2ccccc2n2c(SCC(=O)c3ccccc3)nnc12
 : 15	-80	12	5	-2	/	94	6	96	98	1.1
CCc1ccc(CNCc2cccs2)cc1
 : 12	-23	13	7	0	-11	100	34	99	103	1.4
O=C(CNC(=O)c1ccccc1)OCc1cccc([N+](=O)[O-])c1
 : 14	-7	5	2	-3	22	98	5	103	105	0.6
CCn1c(=O)[nH]c(=O)c2c(N)c(C(=O)c3ccccc3OC)sc21
 : 6	-38	14	2	13	-14	91	-1	88	72	0.8
c1ccc(C2CC(c3cccs3)Nc3nnnn32)cc1 (stereo unspecified)
 : 8	-28	14	-2	-1	4	102	-6	102	101	-0.8
c1ccc(CN2CCN(C3=Nc4cccc5cccc3c45)CC2)cc1
 : 11	-28	75	2	0	0	94	18	92	90	1.0
CC(=O)N1CCN(C(=S)c2ccc([N+](=O)[O-])cc2)CC1
 : 12	-13	33	11	-4	/	100	20	101	101	1.1

Limited to RGS8-Gao, RGS7-Gao reg and ABCB1 block (three entries from above):
canonical_smiles	RGS8-Gao	RGS7-Gao reg	ABCB1 block
COc1cccc(N(CC(=O)NC(C)(C)C)C(=O)C2CSC(=O)C2)c1 (stereo unspecified)	100	101	0.2
Cn1c(=O)c(-c2ccccc2)nn2c3ccccc3nc12	101	107	0.1
CN(C)S(=O)(=O)c1cccc(C(=O)C2=C3SC=C(c4ccccc4)N3CC2)c1	92	104	0.1

(continued)
Values in the order – Avidin fluor	Mcl1-Bid inh	GSH bead fluor	ABCG2 block	Mcl-1 Bim block	Pf gametocyte	RGS4-Gao reg	Mcl1-Noxa inh	RGS7-Gao reg	RGS8-Gao	ABCB1 block
CCCC(=O)N1CCN(c2ccc(NC(=O)c3ccccc3)cc2)CC1
 : 20	-20	31	19	1	-1	105	14	105	106	2.0
CN1CCN(NC(=O)CN2C(=O)/C(=C/c3c(Cl)cccc3Cl)SC2=S)CC1
 : 10	-71	10	2	-4	/	104	-50	98	100	1.0
CCc1ccc(/C=c2\s/c(=C\C(=O)C(C)(C)C)[nH]c2=O)cc1
 : 9	-20	18	5	-1	-21	103	-8	104	101	0.5
O=C(O)c1ccc(Sc2nnnn2-c2ccccc2)c([N+](=O)[O-])c1
 : 14	12	24	3	-1	/	104	-2	101	99	0.6
O=C1CC(c2ccco2)CC(O)=C1C=NCCN1CCN(C(=S)Nc2ccccc2)CC1 (stereo unspecified)
 : 7	-50	/	/	/	12	92	51*	?	101	/
Cc1ccc(Nc2nnc(SCC(=O)NC3CCS(=O)(=O)C3)s2)c(C)c1 (stereo unspecified)
 : 10	-27	26	2	-6	/	101	14	97	102	-0.1
O=c1cc2c(nn1Cc1ccc(Cl)cc1Cl)-c1ccccc1CC2
 : 5	-9	16	0	-4	/	87	-13	95	93	-0.2
Cc1cccc[n+]1CC(=O)Nc1cccc([N+](=O)[O-])c1
 : 14	-15	12	7	0	-1	100	11	100	104	1.0
